Bioassay records from PubChem BioAssay.
Bim-Bcl-B – inhibitors of Bim-Bcl-B interaction, human. bead-based flow cytometry, Bim peptide-Bcl-B binding. inhibition, % at 10 µM. actives 0.073% (n = 190,000);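 further: 0% = tracer peptide without compound and 100% = reference inhibitor peptide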
Target sequence (Q9HD36 whole entry, looked up): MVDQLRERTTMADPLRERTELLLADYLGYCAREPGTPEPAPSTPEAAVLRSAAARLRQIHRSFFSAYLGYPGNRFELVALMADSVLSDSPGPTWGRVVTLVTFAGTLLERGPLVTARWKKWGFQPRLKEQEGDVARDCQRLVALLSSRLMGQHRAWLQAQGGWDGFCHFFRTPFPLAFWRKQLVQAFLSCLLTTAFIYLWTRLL
Bcl-XL Bim block – human Bim-Bcl-XL interaction inhibition. AID 1007. Bim peptide-Bcl-XL binding, bead flow cytometry, fluorescence. inhibition, % at 10 µM. actives 0.04% (n = 190,000)
Bim-Bcl-2 – disrupts Bim peptide binding to human Bcl-2; actives 0.06% (n = 190,000); P10415; inhibition, % at 10 µM; Bead-based flow cytometry, Bim peptide-Bcl-2 binding; in the data active means inhibition above about 40%; inconclusive means no clear call, values can overlap the other calls;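 further: 0% = no compound wells with probe peptide and 100% = reference peptide inhibitor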
Target sequence (P10415 whole entry, looked up): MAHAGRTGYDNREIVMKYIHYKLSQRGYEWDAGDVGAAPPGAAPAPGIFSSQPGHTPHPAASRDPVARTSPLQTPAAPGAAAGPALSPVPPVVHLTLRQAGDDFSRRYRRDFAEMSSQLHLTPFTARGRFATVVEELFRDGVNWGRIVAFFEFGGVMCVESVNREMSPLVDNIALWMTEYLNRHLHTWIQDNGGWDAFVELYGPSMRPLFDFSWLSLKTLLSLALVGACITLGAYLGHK
ABCB1 block – blocks JC-1 efflux by human ABCB1 transporter; P08183; CCRF-Adr cells, flow cytometry; inhibition, % at 6.6 µM; actives 0.067% (n = 190,000); AID 1326; in the data active means inhibition above about 40%;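 further: 0% = vehicle and 100% = reference inhibitor; higher value means more JC-1 retained so stronger ABCB1 efflux block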
RGS8-Gao reg – human RGS8-Galphao interaction regulation; multiplexed bead flow cytometry, RGS8-Galphao binding; actives lie on both sides; response (percent of control binding), % at 10 µM; P09471; AID 1423; actives 0.34% (n = 220,000); in the data active means response below about 60% or above about 140%; inactive means in between;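 further: Galphao activated as the GDP aluminium fluoride complex binding bead-coupled RGS8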
Target sequence (P09471 whole entry, looked up): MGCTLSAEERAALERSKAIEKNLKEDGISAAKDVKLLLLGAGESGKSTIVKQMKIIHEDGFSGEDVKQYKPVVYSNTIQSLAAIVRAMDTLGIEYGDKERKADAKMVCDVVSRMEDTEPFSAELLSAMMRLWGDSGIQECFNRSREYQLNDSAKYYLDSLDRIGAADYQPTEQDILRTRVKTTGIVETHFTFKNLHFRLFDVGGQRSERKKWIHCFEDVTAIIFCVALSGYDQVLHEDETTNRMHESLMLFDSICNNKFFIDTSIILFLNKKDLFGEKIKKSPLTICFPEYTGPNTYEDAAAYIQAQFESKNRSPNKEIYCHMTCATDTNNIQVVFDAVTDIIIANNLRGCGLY
Mcl-1 Bim block – human Bim-Mcl-1 interaction inhibition. AID 1009. Bead-based flow cytometry, Bim peptide-Mcl-1 binding. Q07820. actives 0.1% (n = 190,000). inhibition, % at 10 µM;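 further: 0% = no compound tracer wells and 100% = peptide blocker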
Bim-Bcl-W – human Bim-Bcl-W interaction inhibition; inhibition, % at 10 µM; bead-based flow cytometry, Bim peptide-Bcl-W binding; Q92843; actives 0.02% (n = 190,000);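 further: 0% = bound tracer without compound and 100% = peptide blocker; higher means less fluorescent Bim peptide bound to Bcl-W beads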
Target sequence (Q92843 whole entry, looked up): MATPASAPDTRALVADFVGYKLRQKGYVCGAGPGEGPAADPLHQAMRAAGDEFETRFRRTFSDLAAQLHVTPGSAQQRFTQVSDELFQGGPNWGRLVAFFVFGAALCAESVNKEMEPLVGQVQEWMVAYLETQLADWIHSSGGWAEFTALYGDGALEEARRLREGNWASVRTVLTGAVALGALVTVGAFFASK
Bfl-1 Bim block – disrupts Bim binding to human Bfl-1; Q16548; Bead-based flow cytometry, Bim-Bfl-1 binding inhibition; inhibition, % at 10 µM; actives 0.12% (n = 190,000);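 further: 0% = wells without compound plus tracer and 100% = blocker peptide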
ABCG2 block – inhibitors of human ABCG2 transporter, ABCB1 counter-screen; Q9UNQ0; IgMXP3 cells, JC-1 efflux, flow cytometry; inhibition, % at 6.6 µM; actives 0.1% (n = 190,000); AID 1325;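 active means inhibition above 80%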;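 further: 0% = DMSO and 100% = nicardipine control wells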
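material = IgMXP3 (ABCG2) plus far-red-tagged CCRF-Adr (ABCB1) cells | amount = 3 million cells/mL, equal mix of both lines | also added = JC-1 transporter substrate | dosing = one concentration, 6.6 µM final | schedule = 10 min at 25 °C | measured by = flow cytometric JC-1 green MFI at 530 nm | read-out basis = percent efflux inhibition, scaled nicardipine 100% to DMSO 0%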
RGS4-Gao reg – modulates binding of RGS4 to human Galphao. Multiplexed bead flow cytometry; actives lie on both sides. binding response (% of control), % at 10 µM. actives 0.33% (n = 220,000); in the data active means binding response below about 49% or above about 150%; inactive means in between;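 further: fluorescent Galphao activated with aluminum fluoride binding bead-coupled RGS4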
RGS7-Gao reg – regulators of human RGS7-Galphao interaction; Multiplexed bead flow cytometry, RGS7-Galphao binding; actives lie on both sides; AID 1439; binding response (% of control), % at 10 µM; P09471; actives 0.35% (n = 220,000); in the data active means binding response below about 49% or above about 150%; inconclusive means no clear call, values can overlap the other calls; inactive means in between;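 further: fluorescent Galphao held in activated GDP-AlF4 state binding bead-coupled RGS7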
The depositor's hits bear a star; ? = inconclusive; . = not tested or not shown; [ ] = remark or other dose. Unless noted, no stated cut-off is given here; in the data, active means inhibition above about 40%. An unsorted share of the library, and some 0.94% of all compounds hit somewhere here.

SMILES	Bim-Bcl-B	Bcl-XL Bim block	Bim-Bcl-2	ABCB1 block	RGS8-Gao reg	Mcl-1 Bim block	Bim-Bcl-W	Bfl-1 Bim block	ABCG2 block	RGS4-Gao reg	RGS7-Gao reg
O=C(CCc1nc2ccccc2s1)N1CCN(c2ccccc2)CC1	-3	0	-2	-0.1	101	0	0	-4	0	102	100
CC(=O)NS(=O)(=O)c1ccc(NC(=O)CN2C(=O)C3C4C=CC(C4)C3C2=O)cc1 (stereo not drawn)	-9	-7	-2	-0.1	95	-4	-3	0	3	97	98
O=C(O)Cc1cc2c(s1)CCCCC2	-5	5	-2	0.6	100	1	3	-10	2	101	101
CCOc1cc(C2C(C#N)=C(N)OC3=C2C(=O)CC(C)(C)C3)cc([N+](=O)[O-])c1O (stereo not drawn)	-4	-1	-1	0.1	102	0	0	-8	1	103	101
Cc1ccc(-n2c3c(c(=O)[nH]c2=O)C(NS(=O)(=O)c2ccc(Cl)cc2)(C(F)(F)F)C(=O)N3)cc1 (stereo not drawn)	-7	-9	-5	-0.2	100	-5	-2	-6	0	101	101
CC(C)c1nc(N2CCCC2)c(C#N)c2c1CCCC2	-7	-3	-1	0.1	98	-2	7	-11	2	98	102
CCOC(=O)CSc1nnc(CNC(=O)Cc2ccccc2)n1-c1ccccc1OC	-7	0	-11	1.0	97	-1	0	-15	5	95	95
CCN1C(=O)C2C(c3ccccc3F)NC(Cc3ccc(O)cc3)(C(=O)OC)C2C1=O (stereo not drawn)	-8	-3	-4	0.2	98	0	1	-14	1	102	101
CCOc1ccccc1C1C(C(N)=O)=C(C)Nc2nc(CCCO)nn21 (stereo not drawn)	-6	-2	-5	0.0	105	0	0	-4	0	94	100
CN=C1SC(CC(=O)NCCc2ccc(OC)c(OC)c2)C(=O)N1C (stereo not drawn)	-5	-2	-7	-0.1	103	-1	-6	-3	0	101	100
COc1cc(C(C)=O)ccc1OC(=O)c1cc2cccc(OC)c2oc1=O	0	5	3	2.0	101	0	7	7	38	102	99
COc1cccc(C(=O)NC(c2ccccc2)C2CCCC2)c1 (stereo not drawn)	-4	-4	1	0.8	97	-1	-4	-5	9	93	?
COc1ccc(/C=C/C(=O)OCC(=O)Nc2ccc(OC)c(S(=O)(=O)N3CCCCC3)c2)cc1	2	0	-2	2.5	102	1	-1	4	5	103	105
COc1ccc(NC(=O)C(C)N2C(=O)c3ccccc3C2=O)cc1S(=O)(=O)N1CCOCC1 (stereo not drawn)	-2	0	-4	0.1	98	0	0	-5	0	94	90
OCCCc1nc2n(n1)C(c1cccs1)C=C(c1ccc(Br)cc1)N2 (stereo not drawn)	0	0	1	0.3	101	2	4	-4	3	101	100
Cc1ccc(-c2csc(NC(=O)/C=C/c3ccco3)c2C(=O)O)cc1	2	0	6	-1.4	97	-1	-2	5	-3	94	95
CC(C)Cn1c(SC(C)C(=O)Nc2ccc3c(c2)OCCO3)nc2ccccc2c1=O (stereo not drawn)	-6	-2	-10	2.5	101	-2	0	-12	5	101	100
Cc1ccc(/C=N/NC(=O)CNC(=O)Cc2ccccc2)o1	-6	-5	-7	0.4	100	-3	-4	-14	3	98	98
COc1ccc(-c2cc(C(=O)NC(Cc3cc4ccccc4[nH]3)C(=O)O)c(C)o2)cc1OC (stereo not drawn)	0	-1	-2	-1.0	98	-9	-6	-3	1	101	97
Cn1cnc(C(F)(F)F)c1-c1ccc([N+](=O)[O-])cc1	-3	-4	1	2.0	101	-4	-1	0	19	101	98
O=C(Nc1ccc(-c2noc(COc3ccccc3Cl)n2)cc1)c1ccco1	0	-1	4	0.4	93	2	3	5	0	101	100
COCCOc1cc(N2C(=O)CSCC2=O)c(Cl)cc1Cl	0	0	1	0.6	104	0	-1	2	7	99	98
CN(CC(=O)Nc1ccc(Cl)c(C(F)(F)F)c1)Cc1cc(=O)n2ccsc2n1	-2	-2	-2	0.8	99	1	-1	-5	5	95	97
COc1ccc(CNC(=O)C(c2ccco2)N(C(=O)c2ccccn2)c2ccccc2)cc1 (stereo not drawn)	-3	-2	-5	0.3	101	-2	-1	-6	0	98	96
CS/C(=C\[N+](=O)[O-])Nc1ccccc1	-8	-12	-8	0.0	100	0	0	-11	2	101	101
CCn1c2ccccc2c2cc(NC(=O)N3CCOCC3)ccc21	0	0	2	0.2	104	-1	0	2	1	105	104
O=C(NC1CCCCC1)c1ccc(N2CCCC2=O)cc1	-10	-8	-11	3.9	131	-9	-4	-11	21	108	120
CCOC(=O)c1c2c(c(=S)n(-c3ccccc3)c1N)CCC2	-1	-3	1	0.3	110	1	2	4	3	104	105
CCN1CCN(C(=O)C(=O)c2c(C)[nH]c3ccccc23)CC1	-2	-1	-3	0.3	101	-1	-1	-6	1	99	103
COCCCNC(=O)c1c(-c2ccccc2)noc1C	-7	-3	-4	0.4	104	2	1	-11	2	105	108
CCOc1ccc(NC(=O)CCN2CCN(c3ccccc3)CC2)cc1	-4	-6	0	0.4	103	4	4	-7	2	105	100
C/C(=N\N=c1/sc2ccccc2n1C)c1ccc(N2CCOCC2)cc1	-1	-2	-2	-0.5	101	-1	0	-4	20	98	87
O=C(NCc1ccc2c(c1)OCO2)C1CC(=O)N(CCc2ccccc2)C1 (stereo not drawn)	-6	-3	-9	0.6	105	-1	0	-9	1	104	105
Cn1c(=O)cc(SCC(=O)NCC2CCCO2)c2ccccc21 (stereo not drawn)	-8	-10	-12	0.8	107	-4	-1	-7	13	106	110
CCC(=O)Nc1ccc2ccccc2c1	-7	-10	-4	0.3	104	-7	-3	-4	7	101	101
Nn1cnnc1SCC(=O)Nc1ccc2c(c1)OCO2	-4	-2	0	-0.1	96	0	-2	-7	1	91	91

By substructure, those above with an aryl thioether with sulfur outside any ring (4)
SMILES	Bim-Bcl-B	Bcl-XL Bim block	Bim-Bcl-2	ABCB1 block	RGS8-Gao reg	Mcl-1 Bim block	Bim-Bcl-W	Bfl-1 Bim block	ABCG2 block	RGS4-Gao reg	RGS7-Gao reg
CCOC(=O)CSc1nnc(CNC(=O)Cc2ccccc2)n1-c1ccccc1OC	-7	0	-11	1.0	97	-1	0	-15	5	95	95
CC(C)Cn1c(SC(C)C(=O)Nc2ccc3c(c2)OCCO3)nc2ccccc2c1=O (stereo not drawn)	-6	-2	-10	2.5	101	-2	0	-12	5	101	100
Cn1c(=O)cc(SCC(=O)NCC2CCCO2)c2ccccc21 (stereo not drawn)	-8	-10	-12	0.8	107	-4	-1	-7	13	106	110
Nn1cnnc1SCC(=O)Nc1ccc2c(c1)OCO2	-4	-2	0	-0.1	96	0	-2	-7	1	91	91

The listing continues:
SMILES	Bim-Bcl-B	Bcl-XL Bim block	Bim-Bcl-2	ABCB1 block	RGS8-Gao reg	Mcl-1 Bim block	Bim-Bcl-W	Bfl-1 Bim block	ABCG2 block	RGS4-Gao reg	RGS7-Gao reg
Nc1nc2n(n1)C(c1ccco1)CC(c1ccc(Cl)c(Cl)c1)N2 (stereo not drawn)	-3	-2	-3	0.2	97	-1	-2	0	0	101	97
CCc1ccc(NC(=O)CSc2nnc(-c3n[nH]c4ccccc34)n2-c2ccccc2)cc1	-15	-10	-2	0.1	81	-6	-10	-2	-2	87	90
CCOC(=O)c1cc(-c2ccccc2)sc1NC(=O)C(C)Sc1nnc(C)s1 (stereo not drawn)	-4	0	0	0.3	78	-3	0	0	-5	94	94
O=C(Oc1cccc(OC(=O)N2CCCCC2)c1)N1CCCCC1	-3	-2	-3	0.1	102	0	0	-1	1	107	105
CC(C)(C)C(=O)N=C1SC2CS(=O)(=O)CC2N1c1ccc2c(c1)OCO2 (stereo not drawn)	-6	0	-7	0.6	99	0	2	-11	1	100	96
COC(=O)c1cc2sccc2n1CC(=O)Nc1cc(OC)cc(OC)c1	-1	-1	-4	0.3	101	-3	-1	0	1	100	102
O=C(NC1CC1)C1CCCN(C(=O)Nc2ccc(F)cc2)C1 (stereo not drawn)	2	-3	1	0.0	109	0	1	2	1	105	102
CCOc1ccc(/C=N/NC(=O)c2cc(-c3ccco3)nc3ccccc23)cc1	0	-4	4	0.8	90	0	1	7	6	98	98
Cc1ccc(C2(c3noc(CN(C)CC4CCCCO4)n3)CCCC2)cc1 (stereo not drawn)	-8	-5	-9	0.5	100	3	-2	-14	3	100	98
O=C(COC(=O)/C=C/c1ccc(Cl)cc1)NCCc1ccccc1	-4	-4	-3	0.4	108	-1	-3	0	0	104	99
Cc1ccccc1-n1c(SCC(=O)N2CCOCC2)nc(O)cc1=O	0	-1	1	1.4	99	-1	0	0	4	95	101
COc1ccc(OC)c(N(CC(=O)N2CCCCC2)S(=O)(=O)c2ccc(OC)c(OC)c2)c1	-7	-6	-9	1.5	100	-4	-5	-4	1	94	95
O=C(C(NS(=O)(=O)c1cccs1)c1ccccc1)N1CCN(c2ccccc2F)CC1 (stereo not drawn)	-1	-4	0	0.9	100	-1	-1	-2	1	106	109
CC1CC(C)CN(S(=O)(=O)N2CCC(C(=O)NCc3ccco3)CC2)C1 (stereo not drawn)	3	-2	2	0.1	105	0	0	4	0	105	106
O=C(c1ccco1)N1CCCN(Cc2nc(Cc3ccccc3)no2)CC1	-2	-3	-7	-0.3	98	0	-3	-17	0	98	97
Cc1nnc(N/N=C/c2ccco2)n1N	-11	-3	-6	0.3	104	-2	-3	-5	0	105	101
O=C(CN1CCOCC1)N1CCN(S(=O)(=O)c2ccccc2)C1c1ccccc1 (stereo not drawn)	0	-2	-2	1.6	99	-1	1	0	3	101	105
COc1cc2c(cc1OC)C(C(=O)NCc1cccnc1)C(c1cccnc1)N(C)C2=O (stereo not drawn)	-7	-5	-6	-0.6	97	-4	-2	-3	-5	119	170*[activator]
COC(=O)c1cc2sc(Cl)cc2n1CC(=O)NCC1CCCO1 (stereo not drawn)	0	-1	1	0.2	100	-2	0	0	2	96	94
O=C(Nc1sc2c(c1C(=O)NCC1CCCO1)CCCC2)c1cccs1 (stereo not drawn)	-3	7	-1	17	92	-1	-3	-4	26	84	91
Cc1cc(NC(=O)CSc2nc3c(cc2C#N)CCCCC3)no1	0	-3	-1	0.8	102	-5	-3	3	8	98	98
Cc1c(C(=O)NC(=S)Nc2ccc3c4c(cccc24)CC3)cccc1[N+](=O)[O-]	-6	-5	2	0.1	101	-2	-6	-3	1	100	96
Cc1ccc(CNc2oc(-c3ccco3)nc2C#N)cc1	4	0	-3	0.5	91	2	2	0	5	99	98
CCOC(=O)C1=C(C)C(c2ccc(OC)cc2)NC(=O)N1 (stereo not drawn)	0	0	-1	0.3	101	-1	0	-6	5	97	97
CC1(C)C([N+](=O)[O-])C(c2ccc(Cl)cc2)NC(c2ccc(Cl)cc2)C1[N+](=O)[O-] (stereo not drawn)	-2	-6	0	0.2	102	-1	0	-1	1	101	103
COc1ccc(NC(=S)N(CCN(C)C)C(C)c2ccco2)cc1Cl (stereo not drawn)	.	.	?	2.5	104	.	.	.	1	111	113

No new results follow: 2 of the compounds above.
SMILES	Bim-Bcl-B	Bcl-XL Bim block	Bim-Bcl-2	ABCB1 block	RGS8-Gao reg	Mcl-1 Bim block	Bim-Bcl-W	Bfl-1 Bim block	ABCG2 block	RGS4-Gao reg	RGS7-Gao reg
CC1(C)C([N+](=O)[O-])C(c2ccc(Cl)cc2)NC(c2ccc(Cl)cc2)C1[N+](=O)[O-] (stereo not drawn)	-2	-6	0	0.2	102	-1	0	-1	1	101	103
COc1ccc(NC(=S)N(CCN(C)C)C(C)c2ccco2)cc1Cl (stereo not drawn)	.	.	?	2.5	104	.	.	.	1	111	113
